Screening data: PubChem BioAssay, National Center for Advancing Translational Sciences (NCATS)
DT40 TDP1 no CPT – qHTS for Inhibitors of human tyrosyl-DNA phosphodiesterase 1 (TDP1): qHTS in cells in absence of CPT; DT40 Tdp1-/- hTDP1 cells, no CPT, ATP luminescence, 48 h; Potency, µM (doses to about 46.2 µM), for the others: at the top dose activity change, negative = growth inhibition, actives largely listed as inhibitors; 420,000 tested, 15% active; further: nearly all actives have a fitted effect of over 55% in size
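Growth kinetics read by CellTiter-Glo luminescence after ≥48 hr at 37 °C. Cells: DT40 Tdp1-/- stably carrying human TDP1, 400 per well, compound exposure in the absence of CPT (DMSO vehicle).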
GCN5L2 inh – GCN5L2 (KAT2A) acetyltransferase inhibition; Potency, µM (highest dose often 58.9 µM), without a hit: at the highest dose activity change, negative = inhibition, hits mostly inhibitors; GCN5L2 HAT assay, ThioGlo1 CoA-SH fluorescence; 390,000 tested, 0.21% active; Q92830
Target sequence (Q92830 whole entry, looked up): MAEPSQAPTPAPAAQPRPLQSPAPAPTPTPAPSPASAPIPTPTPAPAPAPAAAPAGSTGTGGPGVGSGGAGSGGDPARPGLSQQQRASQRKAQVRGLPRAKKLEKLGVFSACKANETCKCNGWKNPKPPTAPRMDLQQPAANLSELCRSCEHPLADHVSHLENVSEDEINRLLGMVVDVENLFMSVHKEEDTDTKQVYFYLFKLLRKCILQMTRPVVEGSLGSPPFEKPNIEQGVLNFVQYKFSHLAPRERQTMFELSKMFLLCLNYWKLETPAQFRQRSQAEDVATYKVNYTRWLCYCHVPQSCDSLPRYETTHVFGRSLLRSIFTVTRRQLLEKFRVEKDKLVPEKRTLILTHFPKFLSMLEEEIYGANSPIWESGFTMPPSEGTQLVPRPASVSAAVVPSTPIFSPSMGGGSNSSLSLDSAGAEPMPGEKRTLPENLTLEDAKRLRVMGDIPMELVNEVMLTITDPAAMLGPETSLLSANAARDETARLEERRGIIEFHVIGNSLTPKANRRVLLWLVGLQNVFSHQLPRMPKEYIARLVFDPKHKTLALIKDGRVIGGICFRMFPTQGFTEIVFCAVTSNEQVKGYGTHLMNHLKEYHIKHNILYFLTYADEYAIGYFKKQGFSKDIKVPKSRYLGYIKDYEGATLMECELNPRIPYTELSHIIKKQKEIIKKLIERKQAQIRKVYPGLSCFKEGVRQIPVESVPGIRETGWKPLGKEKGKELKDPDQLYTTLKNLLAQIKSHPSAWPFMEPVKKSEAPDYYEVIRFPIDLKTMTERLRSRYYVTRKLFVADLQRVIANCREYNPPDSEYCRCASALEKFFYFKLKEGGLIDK
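qHTS, 1536-well. 20nM enzyme, pH 7.5 HEPES/EDTA/Tween-20 buffer; 15 min compound preinc., RT. Start: 75uM H3(1-25), 70uM AcCoA, 50uM ThioGlo1. Read Ex340/Em540 at t=0 (autofluorescence flag) and t=20 min.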
TDP1 cell CPT – DT40-hTDP1 cell growth loss with CPT; chicken DT40 Tdp1-/-;hTDP1 cells + 20 nM CPT, ATP luminescence, 48 h; Potency, µM (series often up to 46.2 µM), for the others: at the highest dose activity change, negative = growth inhibition, most hits filed as inhibitors; 420,000 tested, 12% active; further: nearly all actives have a fitted effect of over 55% in size
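Cell growth measured by CellTiter-Glo luminescence after a minimum 48 h, 37 C compound exposure with 20 nM CPT in Tdp1-knockout DT40 cells stably expressing hTDP1, seeded 400/well; qHTS titration format.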
* = called active by the depositor; [ ] = remark or other dose. The call rests on the fitted dose curve; in most records, active means well fitted curve in the direction sought with a large enough effect; inconclusive means small, poorly fitted or top-dose-only effect, or another doubt; inactive means no such curve, though single readings can be large; an effect the other way counts as inactive or inconclusive. On the % scale 0 is the no-effect control and ±100 the full control effect; potency means the concentration at half of the fitted maximal effect.

`O=C(NCCO)c1c(-c2ccc3c(c2)OCO3)noc1-c1ccsc1` gave DT40 TDP1 no CPT 12% and TDP1 cell CPT 6%.
Screening CCOc1ccccc1NC1c2ccccc2C(=O)N1Cc1ccco1 (stereo unspecified) returned DT40 TDP1 no CPT inconclusive, GCN5L2 inh -5% and TDP1 cell CPT inconclusive.
`CCN(C(=O)c1cn(CC)c(=O)c2cc(OC)c(OC)cc12)c1ccccc1F` gave DT40 TDP1 no CPT 21µM*, GCN5L2 inh 6% and TDP1 cell CPT -28%.
For N#Cc1ccc(/C=N/NC(=O)c2cc(-c3cccs3)nc3ccccc23)cc1 the results were DT40 TDP1 no CPT 21µM*, GCN5L2 inh -11% and TDP1 cell CPT 9.2µM*.
Screening CCOc1ccc(CNC(=O)CCSCc2ccccc2F)cc1OC returned DT40 TDP1 no CPT 2%, GCN5L2 inh -6% and TDP1 cell CPT 2%.
For COc1cc(/C=N/Nc2nc3ccccc3[nH]2)cc(Br)c1OCC(=O)N(C)C the results were DT40 TDP1 no CPT 18µM*, GCN5L2 inh -9% and TDP1 cell CPT inconclusive.
CCOC(=O)c1sc(C)c2c1NC(c1ccc(N(C)C)cc1)NC2=O (stereo unspecified) was read as DT40 TDP1 no CPT inconclusive, GCN5L2 inh -23% and TDP1 cell CPT inconclusive.
For O=C(Cn1cc([N+](=O)[O-])nc1[N+](=O)[O-])N1CCN(c2ccccc2)CC1 the results were DT40 TDP1 no CPT inconclusive, GCN5L2 inh 1% and TDP1 cell CPT 16µM*.
Cc1nn(-c2ccccc2)c(C)c1NC(=O)COC(=O)c1ccc(Cl)c(S(N)(=O)=O)c1 was read as DT40 TDP1 no CPT -6%, GCN5L2 inh -1% and TDP1 cell CPT -3%.
Cc1onc(-c2c(Cl)cccc2Cl)c1-c1nc2cc(Cl)ccc2c(=O)o1 was read as DT40 TDP1 no CPT 0%, GCN5L2 inh 2% and TDP1 cell CPT -5%.
`Nc1ccc2oc(-c3ccccc3Cl)cc(=O)c2c1O` gave DT40 TDP1 no CPT inconclusive, GCN5L2 inh -5%[88.6 µM] and TDP1 cell CPT inconclusive.
`COc1ccc(CNC(=O)c2ccc(N3CCCC3)c(NC(=O)NCc3ccc(C)cc3)c2)cc1` gave DT40 TDP1 no CPT inconclusive, GCN5L2 inh -5% and TDP1 cell CPT 16µM*.
COc1ccc(NC(=O)c2ccc3c(c2)OCO3)cc1S(=O)(=O)N1CCOCC1 was read as DT40 TDP1 no CPT 2%, GCN5L2 inh -14% and TDP1 cell CPT 12%.
For COc1cc2nc(CN3CCN(S(=O)(=O)c4ccccc4C(F)(F)F)CC3)[nH]c(=O)c2cc1OC the results were DT40 TDP1 no CPT inconclusive, GCN5L2 inh 1% and TDP1 cell CPT inconclusive.
For CCC(C)(C)C1CCc2[nH]nc(C(=O)NC3CCCCC3)c2C1 (stereo unspecified) the results were DT40 TDP1 no CPT inconclusive, GCN5L2 inh -1% and TDP1 cell CPT 12µM*.
Screening O=C(OC1CCOC1=O)c1ccc(NS(=O)(=O)c2cccs2)cc1 (stereo unspecified) returned DT40 TDP1 no CPT -8%, GCN5L2 inh -14% and TDP1 cell CPT -18%.
Screening Cc1ccc(OCC(=O)NC(=S)Nc2ccc3c4c(cccc24)CC3)cc1 returned DT40 TDP1 no CPT -27%, GCN5L2 inh -2% and TDP1 cell CPT 1%.
`O=C(CSc1nc2c(c(=O)n1-c1ccccc1)SCC2)NCC1CCCO1` (stereo unspecified) gave DT40 TDP1 no CPT -14%, GCN5L2 inh -16% and TDP1 cell CPT 18%.
CC(C)c1ccc(NC2CCCN(C(=O)CCN3CCCCO3)C2)cc1 (stereo unspecified) was read as DT40 TDP1 no CPT -17%, GCN5L2 inh -9% and TDP1 cell CPT -1%.
Screening CC(=O)N1CCN(c2cc(N3CCc4ccccc4C3)c(F)cc2[N+](=O)[O-])CC1 returned DT40 TDP1 no CPT inconclusive, GCN5L2 inh -17% and TDP1 cell CPT inconclusive.
For COc1nc(NCCc2ccc(OC)c(OC)c2)nc(Nc2ccccc2)n1 the results were DT40 TDP1 no CPT inconclusive, GCN5L2 inh 0% and TDP1 cell CPT 15µM*.
`CCOC(=O)c1ccc(C(=O)NNC(=O)C2CC=CCC2)cc1` (stereo unspecified) gave DT40 TDP1 no CPT -11% and TDP1 cell CPT 2%.
Screening COc1ccc(CNC(=O)COC(=O)CN2C(=O)C(C)Oc3ccc(C)cc32)cc1 (stereo unspecified) returned DT40 TDP1 no CPT -16%, GCN5L2 inh -4% and TDP1 cell CPT 9%.
For CCOc1ccccc1NC(=O)c1c(NC(=O)Cc2ccc(OC)cc2)sc2c1CCC2 the results were DT40 TDP1 no CPT 5.8µM*, GCN5L2 inh -7% and TDP1 cell CPT 8.2µM*.
Screening NS(=O)(=O)c1ccc(NC(=S)NNC(=O)c2cccs2)cc1 returned DT40 TDP1 no CPT -25%, GCN5L2 inh 2% and TDP1 cell CPT -1%.
For O=C(CSc1ccc2c(c1)OCCO2)N1CCN(c2ccccc2O)CC1 the results were DT40 TDP1 no CPT 23µM*, GCN5L2 inh -1% and TDP1 cell CPT 23µM*.
Screening Cc1noc(/C=C/N(C)C)c1S(=O)(=O)N1CCCC(C(=O)NC2CCCCC2C)C1 (stereo unspecified) returned DT40 TDP1 no CPT 21µM*, GCN5L2 inh -14% and TDP1 cell CPT inconclusive.
`CCc1cccc(OCC2Cn3c(nc4c3c(=O)n(C)c(=O)n4C)O2)c1` (stereo unspecified) gave DT40 TDP1 no CPT inconclusive, GCN5L2 inh -1% and TDP1 cell CPT inconclusive.
For O=C1CC2(CCN(C(=O)c3c(F)cccc3Cl)CC2)Oc2ccccc21 the results were DT40 TDP1 no CPT inconclusive, GCN5L2 inh -2% and TDP1 cell CPT -27%.
Cc1sc2ncnc(OCC(=O)NCC3CCCO3)c2c1C (stereo unspecified) was read as DT40 TDP1 no CPT -10%, GCN5L2 inh -2% and TDP1 cell CPT -9%.

Reprinted at random: three compounds from above.
For O=C1CC2(CCN(C(=O)c3c(F)cccc3Cl)CC2)Oc2ccccc21 the results were DT40 TDP1 no CPT inconclusive, GCN5L2 inh -2% and TDP1 cell CPT -27%.
Screening COc1ccc(CNC(=O)COC(=O)CN2C(=O)C(C)Oc3ccc(C)cc32)cc1 (stereo unspecified) returned DT40 TDP1 no CPT -16%, GCN5L2 inh -4% and TDP1 cell CPT 9%.
Screening NS(=O)(=O)c1ccc(NC(=S)NNC(=O)c2cccs2)cc1 returned DT40 TDP1 no CPT -25%, GCN5L2 inh 2% and TDP1 cell CPT -1%.

Structural class, the compounds so far containing an NH in an aromatic ring
For COc1cc(/C=N/Nc2nc3ccccc3[nH]2)cc(Br)c1OCC(=O)N(C)C the results were DT40 TDP1 no CPT 18µM*, GCN5L2 inh -9% and TDP1 cell CPT inconclusive.
For COc1cc2nc(CN3CCN(S(=O)(=O)c4ccccc4C(F)(F)F)CC3)[nH]c(=O)c2cc1OC the results were DT40 TDP1 no CPT inconclusive, GCN5L2 inh 1% and TDP1 cell CPT inconclusive.
For CCC(C)(C)C1CCc2[nH]nc(C(=O)NC3CCCCC3)c2C1 (stereo unspecified) the results were DT40 TDP1 no CPT inconclusive, GCN5L2 inh -1% and TDP1 cell CPT 12µM*.

Further entries:
`CCOC(=O)N1CCN(c2c(NC3CCN(Cc4ccccc4)CC3)c(=O)c2=O)CC1` gave DT40 TDP1 no CPT 1%, GCN5L2 inh -4% and TDP1 cell CPT 5%.
For COC(=O)c1c(O)ccc(Oc2ccccc2)c1C(=O)OC the results were DT40 TDP1 no CPT -20%, GCN5L2 inh -3% and TDP1 cell CPT -4%.
Screening COCCNC(=O)Cn1cc(S(=O)(=O)N2CCN(c3ccccc3F)CC2)c2ccccc2c1=O returned DT40 TDP1 no CPT -19%, GCN5L2 inh -12% and TDP1 cell CPT -14%.
O=C(Nc1nc2ccc(F)cc2s1)c1nc(S(=O)(=O)Cc2ccccc2)ncc1Cl was read as DT40 TDP1 no CPT 2.3µM*, GCN5L2 inh -8% and TDP1 cell CPT 2.3µM*.
For CCN1C(=O)[C@H]2[C@H]3CN=C(SCc4ccc(C#N)cc4)N3[C@@](C)(C(=O)OC)[C@H]2C1=O the results were DT40 TDP1 no CPT -22%, GCN5L2 inh -2% and TDP1 cell CPT -3%.
For Cc1ccc2c(=O)cc(C(=O)Nc3sc4c(c3C(=O)NCc3ccco3)CCC4)oc2c1C the results were DT40 TDP1 no CPT 6%, GCN5L2 inh -9% and TDP1 cell CPT 1%.
N/C(=C\c1ccccc1)c1ccncc1 was read as DT40 TDP1 no CPT inconclusive and TDP1 cell CPT -2%.
For O=C1NC[C@H](c2ccccc2)N(CCc2cc(C(F)(F)F)cc(C(F)(F)F)c2)C1=O the results were DT40 TDP1 no CPT inconclusive, GCN5L2 inh -4% and TDP1 cell CPT inconclusive.
`CCn1c(=O)c2sccc2n2c(CCC(=O)NCc3ccc(Cl)cc3)nnc12` gave DT40 TDP1 no CPT 21µM*, GCN5L2 inh -2% and TDP1 cell CPT inconclusive.
`COc1ccc(OC)c(NC(=O)CCCCCn2nnc3ccccc3c2=O)c1` gave DT40 TDP1 no CPT inconclusive, GCN5L2 inh 1% and TDP1 cell CPT inconclusive.
Screening Cc1ccccc1NC(=O)C(NS(=O)(=O)c1ccc2c(c1)c(=O)n(C)c(=O)n2C)c1ccccc1 (stereo unspecified) returned DT40 TDP1 no CPT 16µM*, GCN5L2 inh 1% and TDP1 cell CPT inconclusive.
`COc1ccc(CNC(=O)NCCc2c[nH]c3ccccc23)cc1` gave DT40 TDP1 no CPT 1%, GCN5L2 inh -16% and TDP1 cell CPT inconclusive.
COc1ccc(-c2sc3cc4c(cc3c2C#Cc2ccc(N)cc2)OCO4)cc1 was read as DT40 TDP1 no CPT inconclusive, GCN5L2 inh -10% and TDP1 cell CPT inconclusive.
`Cc1ccc(C(=O)N2CCC2(C)C(=O)NC(C)C)cc1` (stereo unspecified) gave DT40 TDP1 no CPT 20% and TDP1 cell CPT -6%.
Screening CC1CCC(NC(=O)C(Cc2ccccc2)n2cccc2)CC1 (stereo unspecified) returned DT40 TDP1 no CPT inconclusive, GCN5L2 inh -21% and TDP1 cell CPT inconclusive.
Screening O=C(CCc1ccc(S(=O)(=O)NC2CCCCC2)cc1)NCc1ccccn1 returned DT40 TDP1 no CPT -14%, GCN5L2 inh -1% and TDP1 cell CPT -5%.
`CC(C)=CCC[C@](C)(O[C@@H]1O[C@H](CO[C@@H]2OC[C@H](O[C@@H]3OC[C@@H](O)[C@H](O)[C@H]3O)[C@H](O)[C@H]2O)[C@@H](O)[C@H](O)[C@H]1O)C1CC[C@]2(C)C1[C@H](O)CC1[C@@]3(C)CC[C@H](O)C(C)(C)C3[C@@H](O)C[C@]12C` (stereo partly specified) gave DT40 TDP1 no CPT -14%, GCN5L2 inh -3% and TDP1 cell CPT -21%.
CCOC(=O)c1[nH]c2ccc(OCC)cc2c1NC(=O)CN1CCN(c2ccccc2)CC1 was read as DT40 TDP1 no CPT inconclusive, GCN5L2 inh -13% and TDP1 cell CPT 21µM*.
COc1ccc(NC(=O)C2CCCO2)cc1Cl (stereo unspecified) was read as DT40 TDP1 no CPT -7%, GCN5L2 inh -12% and TDP1 cell CPT 7%.
`O=C1N(CN2CCN(c3cccc(Cl)c3)CC2)c2ccccc2C12OCCCO2` gave DT40 TDP1 no CPT -3%, GCN5L2 inh -2% and TDP1 cell CPT -27%.
`CCn1nc(C)c(NC(=O)CC23CC4CC(CC(C4)C2)C3)c1C` gave DT40 TDP1 no CPT 21µM*, GCN5L2 inh -1% and TDP1 cell CPT inconclusive.
Screening CCSc1ccc2nnc(-c3cccc(F)c3)n2n1 returned DT40 TDP1 no CPT inconclusive, GCN5L2 inh 3% and TDP1 cell CPT -25%.
For Cc1ccc2nc(NCCCN3CCOCC3)c(C=NCCCN3CCOCC3)c(=O)n2c1 the results were DT40 TDP1 no CPT 0%, GCN5L2 inh -4% and TDP1 cell CPT 6%.
COc1ccc(NS(=O)(=O)c2cc(S(C)(=O)=O)ccc2C)cc1 was read as DT40 TDP1 no CPT -19%, GCN5L2 inh 3% and TDP1 cell CPT 0%.
Screening COC(=O)c1[nH]c2cccc(OC)c2c1NC(=O)CN(C)CC1OCCO1 returned DT40 TDP1 no CPT -8%, GCN5L2 inh inconclusive and TDP1 cell CPT -11%.
Cc1ccc(-n2nc3c(=O)n(C(C)C(=O)NCc4ccc(OC(C)C)cc4)nc(C)c3c2C)cc1 (stereo unspecified) was read as DT40 TDP1 no CPT 13µM*, GCN5L2 inh -8% and TDP1 cell CPT 16µM*.
Screening COc1ccc(CNC(=O)Nc2cn(CC(C)C)c(=O)c3ccccc23)c(OC)c1 returned DT40 TDP1 no CPT inconclusive, GCN5L2 inh -1% and TDP1 cell CPT -27%.

A portion of the library. The share of hits here may be higher or lower than overall.
